Screens (PubChem)
Rac1 GTP hydrolysis = MgcRacGAP GTPase-activating activity inhibitors, confirmation, biochemical, ADP Hunter fluorescence; MgcRacGAP-stimulated Rac1 GTP hydrolysis, ADP Hunter fluorescence; higher % means a stronger effect; GST-tagged Rac1 F28L mutant substrate; inhibition, % at 30 µM; hits with a dose series show IC50 in µM; 0.6% of 340,000 active; AID 624330;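 active means first-screen hits whose inhibition reached a set limit at any dose in the follow-up dose series; inconclusive means inhibition above the set first-screen limit but never retested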;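 further: fluorescence reports GDP produced by GAP-driven GTP hydrolysis; strong numbers were not always called active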
RSV CPE inhibition = RSV antiviral activity via CPE protection, HEp-2 cells, primary 10 µM value included (AID 2391); HEp-2 cells, RSV-induced CPE inhibition; higher % means a stronger effect; one-dose CPE inhibition, % at 10 µM; IC50 in µM for titrated hits; 0.13% of 310,000 active; in the data active means a potency from the dose series; inconclusive means CPE inhibition mostly from about 23% at the one dose, without a potency; inactive means the rest, 99 in 100 with CPE inhibition below about 21%; further: strong numbers were not always called active
Myeloid diff MLP = compounds promoting myeloid differentiation. ER-HoxA9 myeloid progenitors, lysozyme-GFP differentiation, flow cytometry. calls only at 10 µM. 1% of 360,000 active;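 active means normalized GFP-positive differentiation at or above the plate's own cutoff, the solvent-only control mean plus 3 SD; inconclusive means no clear call, values can overlap the other calls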;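 further: cells exposed to compound for four days before flow analysis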
PhoP inhibition = inhibitors of PhoP regulon expression, primary screen, Salmonella Typhimurium, GFP reporter (AID 1863) | one-dose inhibition, % at 50 µM; IC50 in µM for titrated hits | S. Typhimurium PhoP-regulated promoter GFP reporter, 4 h; higher % means a stronger effect | 0.16% of 300,000 active;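 active means inhibition over 29.93%, a cutoff 3 SD above the screen mean, later confirmed by dose response; inconclusive means inhibition over 29.93% but no dose response follow-up; inactive means inhibition at most 29.93% or unconfirmed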;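 further: 0% = low Mg2+ inducing control and 100% = high Mg2+ repressing control; strong numbers were not always called active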
b-catenin transl = modulators of beta-catenin nuclear translocation; 0.3% of 190,000 active; HeLa beta-catenin nuclear translocation, immunofluorescence imaging; nuclear translocation activity, % at 5 µM;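 active means nuclear translocation activity above 50% at 5 µM, with a well cell count of 50 or more; inconclusive means wells under 50 cells across six images, flagged as toxic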;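 further: per-cell ratio of nuclear to cytoplasmic median beta-catenin stain intensity; plate controls were DMSO negative control for no effect and GSK-3 inhibitor IX positive control for full effect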
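assay system = human HeLa cells, endogenous beta-catenin | times = compound treatment 24 h, 37°C, 5% CO2 | detection = Anti-beta-catenin immunofluorescence on PFA-fixed, Triton-permeabilized cells, DAPI nuclei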
West Nile antiviral = inhibition of WNV-induced cytopathic effect – cell-based, CPE readout (AID 1621); West Nile virus-infected cells, CPE inhibition; higher % means a stronger effect; CPE inhibition, % at 10 µM, or IC50 in µM where a hit was titrated; 0.02% of 290,000 active; in the data active means a potency from the dose series; inconclusive means CPE inhibition mostly from about 3.7% at the one dose, without a potency; inactive means the rest, 99 in 100 with CPE inhibition below about 2.2%; further: strong numbers were not always called active
T cell HTS = modulates CD8 T cell binding to vesicles | 0.068% of 330,000 active | calls only at 7 µM | 2C CD8+ T cell-vesicle binding, flow cytometry; hits give low values | AID 2052;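 active means response, share of CD8 T cells binding vesicles, and their 90th percentile fluorescence all below set limits, cut at about 80% in these data, passing the limit was not always enough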
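Read-out – percent CD8+ FL2 mean versus row control · System – murine 2C transgenic CD8+ T lymphocytes · Times – 1.5 h cell–vesicle binding at 37 °C, then 20 min icy labelling · Control set – naked vesicles low, QL9 vesicles with vehicle high · Detection – cytometric PE anti-B7-1 and Alexa647 anti-CD8 signals after 1% paraformaldehyde fixation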
WT yeast gro inh = growth inhibition of WT yeast, mitochondrial fusion screen | inhibition, % at 10 µM | mitochondrial fusion phenotypic screen, WT strain | 2.1% of 190,000 active; in the data active means inhibition above about 58%; tested in S. cerevisiae
SV40 large T antigen = TAg ATPase/helicase activity blockers – biochemical (AID 1903); SV40 large T antigen ATPase/helicase inhibition assay; higher % means a stronger effect; one-dose inhibition, % at 20 µM; IC50 in µM for titrated hits; 0.39% of 310,000 active; in the data active means a potency from the dose series; inconclusive means inhibition mostly from about 32% at the one dose, without a potency; inactive means the rest, 99 in 100 with inhibition below about 32%; further: strong numbers were not always called active
WT yeast gro inh mutant strain = second read-out of WT yeast gro inh, no call of its own (marks repeat the call); inhibition, %; mitochondrial fusion phenotypic screen, mutant strain inhibition
b-catenin transl cell count 5 µM = second read-out of b-catenin transl, no call of its own (marks repeat the call); cell count; measured here: cell count, cytotoxicity flag
T cell HTS vesicle-bound % = also measured in T cell HTS; calls as there; double positive events, %; measured here: CD8+ vesicle-bound cell fraction;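 binding gate set so that unloaded-vesicle control wells show 10% double positive cells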
Myeloid diff MLP GFP+ MAC1+ % = further read-out of Myeloid diff MLP, marked with its call; GFP+ MAC1+ double positive, %; measured here: differentiation confirmed by MAC1 staining
Active calls of the source: *; i = inactive; ? = inconclusive; . = no result given.

SMILES	Rac1 GTP hydrolysis	RSV CPE inhibition	Myeloid diff MLP	Myeloid diff MLP GFP+ MAC1+ %	PhoP inhibition	b-catenin transl	b-catenin transl cell count 5 µM	West Nile antiviral	T cell HTS	T cell HTS vesicle-bound %	WT yeast gro inh	WT yeast gro inh mutant strain	SV40 large T antigen
CCc1nnc(NC(=O)CSc2ccc(-c3ccco3)nn2)s1	4%	1.9%	i	0.5	-8%	0.9	1103	.	i	16	-7	15	34%
COc1ccc(/C=N/Nc2nncn2N)cc1Br	-11%	0.1%	i	0.0	8%	.	.	0.5%	i	24	.	.	-6%
O=C(NC(NC1CCS(=O)(=O)C1)C(Cl)(Cl)Cl)c1cccc(Cl)c1 (stereo unspecified)	5%	1.6%	i	0.5	6%	0.4	1328	-0.8%	i	25	-4	-4	26%
CN1C=CC(=C2C(=O)c3ccccc3C2=O)C=C1	.	.	.	.	-4%	0.1	1181	0.1%	.	.	3	13	6%
O=C(NCCN1CCOCC1)c1ccc2ccccc2n1	7%	0.7%	i	5.3	17%	-0.6	1164	0.3%	i	37	-1	-28	3%
CCc1ccc(C2NC(=S)NC3=C2C(=O)CC(C)(C)C3)cc1 (stereo unspecified)	6%	3.1%	i	0.3	-10%	4.3	1096	-0.2%	i	33	-9	-9	14%
Cc1ccc(S(=O)(=O)CCC(=O)OCC(=O)NNC(=O)c2ccc([N+](=O)[O-])cc2)cc1	4%	6.7%	i	0.6	.	.	.	.	i	31	.	.	.
CSCc1ccc(C(=O)Nc2ccc(C(N)=O)cc2)cc1	2%	2.8%	i	0.2	5%	-0.2	1517	0.4%	i	35	-2	13	7%
O=C(O)c1ccc(NC2=C/C(=N/S(=O)(=O)c3ccccc3)c3ccccc3C2=O)cc1	12%	.	i	0.6	5%	-1.5	1100	-1.0%	.	.	48	31	12%
COc1ccccc1[N+](=O)[O-]	2%	1.1%	i	0.6	.	.	.	.	i	31	.	.	.
Cc1nnc(NC(=O)C(C)Sc2nnc(CNC(=O)c3ccccc3F)n2C)s1 (stereo unspecified)	-5%	-0.3%	i	1.3	5%	.	.	.	i	40	.	.	2%
O=C(c1ccco1)N1CCN(C(c2ccccc2)c2nnnn2C2CCCC2)CC1 (stereo unspecified)	9%	4.5%	i	1.2	2%	-1.1	562	-0.3%	i	18	-14	1	1%
NC(=O)c1ccc(NC(=O)CN2C(=O)NC(c3ccccc3)(c3ccccc3)C2=O)cc1	3%	1.5%	i	0.3	1%	.	.	1.0%	i	47	.	.	7%
NC(=O)C(c1ccc(Cl)cc1Cl)c1ncc(C(F)(F)F)cc1Cl (stereo unspecified)	1%	-0.9%	i	1.4	-12%	.	.	-0.8%	i	35	22	31	8%
CCCCCOC(=O)C1=C(C)Nc2nnnn2C1c1ccccc1Cl (stereo unspecified)	7%	?	i	0.6	3%	.	.	-0.6%	i	15	1	5	11%

6 compounds from above, limited to b-catenin transl cell count 5 µM and T cell HTS vesicle-bound %:
SMILES | b-catenin transl cell count 5 µM | T cell HTS vesicle-bound %
Cc1ccc(S(=O)(=O)CCC(=O)OCC(=O)NNC(=O)c2ccc([N+](=O)[O-])cc2)cc1 | . | 31
CSCc1ccc(C(=O)Nc2ccc(C(N)=O)cc2)cc1 | 1517 | 35
O=C(O)c1ccc(NC2=C/C(=N/S(=O)(=O)c3ccccc3)c3ccccc3C2=O)cc1 | 1100 | .
COc1ccccc1[N+](=O)[O-] | . | 31
Cc1nnc(NC(=O)C(C)Sc2nnc(CNC(=O)c3ccccc3F)n2C)s1 (stereo unspecified) | . | 40
O=C(c1ccco1)N1CCN(C(c2ccccc2)c2nnnn2C2CCCC2)CC1 (stereo unspecified) | 562 | 18

Continuation:
SMILES	Rac1 GTP hydrolysis	RSV CPE inhibition	Myeloid diff MLP	Myeloid diff MLP GFP+ MAC1+ %	PhoP inhibition	b-catenin transl	b-catenin transl cell count 5 µM	West Nile antiviral	T cell HTS	T cell HTS vesicle-bound %	WT yeast gro inh	WT yeast gro inh mutant strain	SV40 large T antigen
Cn1c(N2CCN(C(=O)NC34CC5CC(CC(C5)C3)C4)CC2)nc2ccccc21	7%	-0.7%	i	2.4	2%	-3.7	558	-0.9%	i	38	-16	6	19%
Cc1cc(C(=O)N2CCCC(CCC(=O)N3CCN(c4ccccn4)CC3)C2)c(C)o1 (stereo unspecified)	9%	6.6%	i	0.6	5%	2.6	1004	-0.7%	i	46	-4	-4	2%
O=C(CN1CCN(S(=O)(=O)c2ccc(Br)cc2)CC1)N/N=C/c1ccccc1C(=O)O	8%	-0.9%	i	0.9	-1%	.	.	-0.1%	i	21	.	.	14%
O=S(=O)(Nc1ccc(C(F)(F)F)cc1)c1cnc[nH]1	7%	-0.3%	i	0.9	3%	-1.8	1110	-0.3%	i	38	4	-6	9%
Cc1cccc(-n2c(O)c(C=Nc3ccccc3)c3ccccc3c2=O)n1	1%	-0.9%	i	0.3	1%	-2.5	1018	-0.1%	i	48	-4	9	6%
NC(=O)CC[C@@H]1NC(=O)[C@H](CO)NC(=O)c2cc([N+](=O)[O-])cc(I)c2NCCCC[C@@H](C(N)=O)NC(=O)[C@H](Cc2ccc(O)cc2)NC1=O	.	1.3%	.	.	2%	.	.	0.2%	.	.	-3	-6	5%
CCC1CCCCN1C(=O)COc1ccc(N(C)S(=O)(=O)c2ccc(C)cc2)cc1 (stereo unspecified)	10%	15%	i	0.5	12%	.	.	-0.1%	i	13	.	.	16%
N#Cc1nc(Cc2cccc3ccccc23)oc1NCc1ccc(F)cc1	7%	-0.2%	i	0.4	5%	-1.5	1076	-0.4%	i	28	71*	32*	2%
O=C(Oc1cc(=O)oc2ccccc12)c1ccco1	-4%	1.4%	i	1.3	1%	1.9	970	1.4%	i	64	10	16	6%
COc1ccc(C(=O)/C=C/c2ccc(N3CCCCC3)c([N+](=O)[O-])c2)cc1	1%	22%	i	0.6	-13%	-2.1	1142	.	i	46	-8	-5	11%
Cn1c(=O)cc(OCC(=O)N2CCN(c3cccc(C(F)(F)F)c3)CC2)c2ccccc21	4%	1.5%	i	1.3	7%	-1.0	917	-0.8%	i	46	0	-11	2%
C/C(=N\NC(=O)c1cc2c(s1)CCC(C)C2)c1ccc[nH]1 (stereo unspecified)	8%	2.5%	i	0.4	.	.	.	.	i	17	.	.	.
O=C(Cn1c(=O)oc2cc(S(=O)(=O)N3CCCC3)ccc21)N1CCN(c2ccccc2F)CC1	6%	0.2%	i	2.9	.	.	.	-0.6%	i	47	.	.	.
Cc1[nH]c(=S)n(CC2CCCO2)c1C (stereo unspecified)	10%	2.7%	i	0.6	1%	.	.	0.2%	i	19	-7	-8	8%
O=C(COC(=O)c1cccc(Br)c1)NCCc1ccccc1	1%	1.1%	i	0.5	14%	0.7	1083	0.1%	i	48	24	2	0%

Profiles, quoted from the list.
`Cc1cc(C(=O)N2CCCC(CCC(=O)N3CCN(c4ccccn4)CC3)C2)c(C)o1` (stereo unspecified) in the list: Rac1 GTP hydrolysis: 9%; RSV CPE inhibition: 6.6%; Myeloid diff MLP: i; Myeloid diff MLP GFP+ MAC1+ %: 0.6; PhoP inhibition: 5%; b-catenin transl: 2.6; b-catenin transl cell count 5 µM: 1004; West Nile antiviral: -0.7%; T cell HTS: i; T cell HTS vesicle-bound %: 46; WT yeast gro inh: -4; WT yeast gro inh mutant strain: -4; SV40 large T antigen: 2%
`O=C(CN1CCN(S(=O)(=O)c2ccc(Br)cc2)CC1)N/N=C/c1ccccc1C(=O)O` in the list: Rac1 GTP hydrolysis: 8%; RSV CPE inhibition: -0.9%; Myeloid diff MLP: i; Myeloid diff MLP GFP+ MAC1+ %: 0.9; PhoP inhibition: -1%; b-catenin transl: .; b-catenin transl cell count 5 µM: .; West Nile antiviral: -0.1%; T cell HTS: i; T cell HTS vesicle-bound %: 21; WT yeast gro inh: .; WT yeast gro inh mutant strain: .; SV40 large T antigen: 14%

Going on with the list:
SMILES	Rac1 GTP hydrolysis	RSV CPE inhibition	Myeloid diff MLP	Myeloid diff MLP GFP+ MAC1+ %	PhoP inhibition	b-catenin transl	b-catenin transl cell count 5 µM	West Nile antiviral	T cell HTS	T cell HTS vesicle-bound %	WT yeast gro inh	WT yeast gro inh mutant strain	SV40 large T antigen
COc1ccc(CN2CCCC(CNC(=O)c3ccc(F)cc3)C2)cc1OC (stereo unspecified)	4%	-1.0%	i	0.8	-2%	-3.6	949	-0.1%	i	34	7	-3	15%
COc1ccc(-c2cc(C(=O)Nc3ccc(C)c(N)c3)c3ccccc3n2)cc1	9%	5.2%	i	0.5	15%	.	.	-0.6%	i	50	.	.	13%
CC(C(=O)NN=C(c1ccccc1)c1ccccc1)N1CCOCC1 (stereo unspecified)	11%	0.9%	i	0.6	-5%	-0.8	1606	0.1%	i	22	6	3	8%
O=C(CCC(=O)Nc1ccccc1)N/N=C/c1ccccc1F	13%	1.3%	i	0.1	5%	1.6	1025	0.2%	i	52	-13	-20	8%
COc1ccc(NS(=O)(=O)c2cccc(C(=O)NNC(=O)c3ccccc3OC)c2)cc1	-1%	7.3%	i	0.1	0%	.	.	.	i	53	.	.	17%
CCc1ccc2[nH]c3nc(SCCN4CCOCC4)nnc3c2c1	5%	?	i	0.4	3%	.	.	-1.0%	i	55	.	.	23%
Cc1cc(C)n(-c2nc3ccccc3nc2N2CCN(S(=O)(=O)c3ccc4ccccc4c3)CC2)n1	8%	1.8%	i	9.0	1%	.	.	-0.1%	i	18	19	6	11%
CC(NC(=O)C[n+]1cccc(Br)c1)c1ccccc1 (stereo unspecified)	8%	1.0%	i	1.3	0%	.	.	-0.6%	i	49	.	.	5%
CCOc1cccc(=O)c2c(C)n(-c3ccc(C(=O)O)cc3)c(C)c12	?	-0.2%	i	0.7	-6%	-1.9	1108	0.8%	i	50	-4	-3	54%
CN=C1c2c(-c3ccccc3)c3cc(OC)ccc3n2CCN1C	15%	-0.9%	i	0.7	7%	.	.	1.1%	i	25	15	9	7%
